Screening results deposited in PubChem by National Center for Advancing Translational Sciences (NCATS).
Vif-A3G inh: blocks the Vif interaction with human APOBEC3G | HeLa A3G-eYFP + Vif (tagged APOBEC3G with the HIV-1 protein that degrades it), YFP fluorescence, overnight | Potency, µM (doses to about 46.1 µM), for inactives: at the highest dose activity, negative = active, actives largely listed as inhibitors | 410,000 tested, 0.076% active | AID 602310;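 further: on the % scale 0 is the no-effect control and ±100 the full control effect; nearly all actives have a fitted effect of over 60% in size; hits raise eYFP signal because A3G escapes Vif-driven loss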
Target sequence (Q9HC16 whole entry, looked up): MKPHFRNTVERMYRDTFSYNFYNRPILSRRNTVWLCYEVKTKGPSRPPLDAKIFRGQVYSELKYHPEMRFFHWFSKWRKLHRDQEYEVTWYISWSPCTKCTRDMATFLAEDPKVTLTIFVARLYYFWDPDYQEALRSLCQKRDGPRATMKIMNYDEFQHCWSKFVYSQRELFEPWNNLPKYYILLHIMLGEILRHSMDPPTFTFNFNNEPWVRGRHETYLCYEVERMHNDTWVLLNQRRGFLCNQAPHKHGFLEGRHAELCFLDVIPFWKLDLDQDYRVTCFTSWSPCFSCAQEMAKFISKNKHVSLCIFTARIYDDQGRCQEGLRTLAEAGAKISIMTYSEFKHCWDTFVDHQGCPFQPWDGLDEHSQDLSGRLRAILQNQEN
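Read-out is eYFP fluorescence (Ex 488/Em 500-530) from Vif-expressing HeLa A3G-eYFP cells; more signal means A3G escaped Vif-mediated degradation. Cells plated overnight, compound pinned in, incubated overnight at 37 deg C.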
IDH1 R132H inh: blocks human mutant IDH1 R132H enzyme. Potency, µM (highest dose often 76.6 µM), inactives show top-dose activity change, negative = inhibition, hits mostly inhibitors. O75874. IDH1-R132H enzyme, NADPH consumption, diaphorase/resazurin fluorescence. 390,000 tested, 0.093% active; further: on the % scale 0 is the no-effect control and ±100 the full control effect; nearly all actives have a fitted effect of over 65% in size
Target sequence (O75874 whole entry R132H, stated change not applied): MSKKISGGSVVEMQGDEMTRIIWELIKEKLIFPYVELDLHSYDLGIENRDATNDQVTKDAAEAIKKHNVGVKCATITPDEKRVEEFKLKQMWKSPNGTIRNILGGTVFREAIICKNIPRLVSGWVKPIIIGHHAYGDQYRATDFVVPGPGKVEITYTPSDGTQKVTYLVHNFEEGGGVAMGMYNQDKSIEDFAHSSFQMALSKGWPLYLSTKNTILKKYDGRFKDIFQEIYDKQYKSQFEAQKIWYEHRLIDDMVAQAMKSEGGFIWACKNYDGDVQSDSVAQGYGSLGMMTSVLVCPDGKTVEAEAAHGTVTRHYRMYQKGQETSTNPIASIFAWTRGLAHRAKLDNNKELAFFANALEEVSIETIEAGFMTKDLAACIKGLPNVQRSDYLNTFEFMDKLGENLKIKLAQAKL
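IDH1-R132H (0.5 ug/mL dispensed) in pH 7.5 Tris buffer was preincubated 30 min with compound, then given a substrate mix of 0.016 mM NADPH and 2 mM alpha-KG for 80 min at room temperature; remaining NADPH was read by diaphorase/resazurin fluorescence.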
Vif-APOBEC3F blk: Vif-A3F binding inhibition; 390,000 tested, 0.2% active; AID 602313; Potency, µM (doses to about 46.1 µM), inactives show at the top dose activity, negative = active; HeLa A3F-eYFP + Vif (tagged APOBEC3F with the HIV-1 protein that degrades it), YFP fluorescence increase; further: % of control where 0% means no effect; nearly all actives have a fitted effect of over 65% in size
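HeLa cells stably expressing Vif plus C-terminally eYFP-tagged A3F were seeded, incubated overnight at 37 deg C, dosed with compound, incubated overnight again at 37 deg C. Yellow fluorescence (Ex 488/Em 500-530) reported blocked Vif-mediated A3F-eYFP degradation.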
RGS4 inhibitor: human RGS4 inhibition; Transcreener GDP fluorescence polarization, RGS4-accelerated GTP hydrolysis; Potency, µM (top dose mostly 114 µM), for inactives: top-dose activity change, negative = inhibition, most hits filed as inhibitors; 390,000 tested, 0.039% active; AID 504845; further: on the % scale 0 is the no-effect control and ±100 the full control effect; nearly all actives have a fitted effect of over 75% in size; some results filed as inactive show a strong effect at the top dose
Target sequence (P49798 whole entry, looked up): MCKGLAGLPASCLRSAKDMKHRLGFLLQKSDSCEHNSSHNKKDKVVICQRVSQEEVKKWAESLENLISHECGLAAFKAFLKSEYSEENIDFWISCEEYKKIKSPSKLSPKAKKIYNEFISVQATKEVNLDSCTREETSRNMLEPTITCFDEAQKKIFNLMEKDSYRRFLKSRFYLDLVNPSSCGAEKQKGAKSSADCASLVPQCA
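MLSMR compounds (23 nl, pin-transferred) preincubated 10 min at room temperature with a 500nM (2x) first reagent, then RGS4 at 900nM (2x) plus Transcreener GDP mix added; fluorescence polarization (620/688 nm) read before and after 90 min at 30 °C.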
TrxR1 substrate: rat thioredoxin reductase 1 substrate activity | O89049 | 390,000 tested, 0.01% active | AID 588456 | purified TrxR1 substrate turnover, NADPH consumption readout | Potency, µM (top dose mostly 114 µM), without a hit: top-dose activity change, negative = substrate turnover; further: on the % scale 0 is the no-effect control and ±100 the full control effect; nearly all actives have a fitted effect of over 50% in size
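Rat TrxR1, dispensed at 90 nM, was prereduced with 400 uM NADPH (final) for 5 min at ~22 deg C, then incubated with compound 15 min before 400 uM selenite. A first-read NADPH fluorescence drop versus no-compound background flagged substrates.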
rTrxR1 inhibitor: blocks rat thioredoxin reductase 1; Potency, µM (top dose mostly 114 µM), inactives show top-dose activity change, negative = inhibition, hits mostly inhibitors; 390,000 tested, 1% active; O89049; recombinant rTrxR1, NADPH fluorescence consumption, selenite substrate; AID 588453; further: on the % scale 0 is the no-effect control and ±100 the full control effect; nearly all actives have a fitted effect of over 65% in size
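Rat TrxR1 (90 nM in the dispensed reagent) was pre-reduced with 400 uM NADPH for 5 min at room temperature, then incubated with compound for 15 min. After 400 uM selenite was added, NADPH fluorescence (Ex 340/Em 450 nm) was followed for 8 min.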
ALOX12 inh: inhibitors of human 12S-lipoxygenase ALOX12 | P18054 | purified 12hLO, xylenol orange hydroperoxide absorbance | Potency, µM (series often up to 108 µM), without a hit: at the top dose activity change, negative = inhibition, actives largely listed as inhibitors | 580,000 tested, 1.1% active | AID 1671190; further: on the % scale 0 is the no-effect control and ±100 the full control effect
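Purified human 12hLO (150 nM final) in 25 mM Hepes, 0.01% Triton X-100, pH 7.0 was preincubated 15 min at room temperature with compound. Then 40 uM arachidonic acid was added, 30 min. Hydroperoxide was read by Fe-XO absorbance ratio 573/405 nm.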
USP1-UAF1 inh: USP1/UAF1 (human) deubiquitinase inhibition | recombinant USP1/UAF1, Ub-Rhodamine cleavage fluorescence | AID 743255 | O94782 | 390,000 tested, 0.23% active | Potency, µM (top dose mostly 57.1 µM), for the others: at the highest dose activity change, negative = inhibition, actives largely listed as inhibitors; further: on the % scale 0 is the no-effect control and ±100 the full control effect; nearly all actives have a fitted effect of over 60% in size; inactives centre near -12
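1 nM enzyme complex + cpd, 15 min RT; start with Ub-Rho 150nM final; kinetic fluorescence ex 480/em 540, 6 reads q60 s. Buffer 50mM HEPES pH 7.8, 0.5mM EDTA, 0.1 mg/ml BSA, 1mM TCEP, 0.01% Tween-20.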
RXFP1 ag: RXFP1 (human) receptor agonism. 370,000 tested, 0.3% active. HEK293T-RXFP1 cAMP TR-FRET, 30 min; response scale: percent of porcine relaxin response, buffer zero. Potency, µM (series often up to 57.5 µM), inactives show at the top dose activation, actives largely listed as activators; further: on the % scale 0 is the no-effect control and ±100 the full control effect; nearly all actives have a fitted effect of over 60% in size; many of its hits are not listed in these tables
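HEK293T cells stably expressing RXFP1 were pretreated with the PDE4 inhibitor Ro 20174, exposed to compounds for 30 min at 37C, lysed, and cAMP was read by TR-FRET. Data normalized to buffer (basal) and 29 nM porcine relaxin (100%).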
Active calls of the source: *; ? = inconclusive; . = no result given; & = joins results of further samples; [ ] = another dose, or the depositor's remark. The call rests on the fitted dose curve; in most records, active means well fitted curve in the direction sought with a large enough effect; inconclusive means small, poorly fitted or top-dose-only effect, or another doubt; inactive means no such curve, though single readings can be large; an effect the other way counts as inactive or inconclusive. Potency means the concentration at half of the fitted maximal effect.

SMILES	Vif-A3G inh	IDH1 R132H inh	Vif-APOBEC3F blk	RGS4 inhibitor	TrxR1 substrate	rTrxR1 inhibitor	ALOX12 inh	USP1-UAF1 inh	RXFP1 ag
CC(C)n1c(SCc2ccccc2F)nc2c1c(=O)n(C)c(=O)n2C	-1%	-9%	1%	-17%	-5%	24%	15%[57.4 µM]	-20%	5.3%
CCN(CC)C(=O)CSc1nc2ccccc2c(=O)n1CCC(=O)NCCc1ccc(OC)c(OC)c1	3%	2%	-2%	-10%	-3%[57.1 µM]	20%[57.1 µM]	1%	-19%	2.2%
CCSc1nnc(NC(=O)Cc2ccc(OC)cc2)s1	1%	2%	-1%	-12%	-7%	-12%	-18%	-17%	-1.2%
O=C(NCc1ccco1)NC12CC3CC(CC(C3)C1)C2	2%	0%	-18%	-7%	-8%	-6%	0%	-2%	-1.5%
Cc1c(C(=O)N(Cc2ccccc2Cl)C2CCS(=O)(=O)C2)oc2ccccc12 (configuration not stated)	5%	25%	2%	-2%	3%[57.1 µM]	2%[57.1 µM]	11%	-20%	3.2%
CCn1nccc1C(=O)Nc1ccc(C)c(C)c1	-1%	13%	0%	4%	2%	16%	.	-15%	4.5%
O=c1[nH]c2ccc(Cl)cc2c(-c2ccccc2)c1N1CCN(CCO)CC1	2%	0%	3%	-27%	22%	-2%	9%	-19%	0.8%
O=c1[nH]c2cccnc2n(CCNc2ncc(C(F)(F)F)cc2Cl)c1=O	-6%	4%	-5%	-11%	2%[57.1 µM]	4%[57.1 µM]	?	-7%	-1.0%
Cc1cccc(N2CCN(Cc3nc(-c4cccc(Cl)c4)oc3C)CC2)n1	-3%	3%	1%	-15%	0%[57.1 µM]	19%[57.1 µM]	-16%	-14%	-2.8%
CCOc1ccc(CCNC(=O)COC(=O)COc2ccccc2C)cc1OCC	2%	8%	6%	-5%	-7%	2%	-26%	-21%	0.6%
Cc1ccc(N2CC(NC(=O)c3cccs3)CC2=O)cc1C (configuration not stated)	2%	-5%	2%	15%	-9%[57.1 µM]	-5%[57.1 µM]	-23%	?	-0.3%
COc1ccc(CC(=O)O/N=C(\N)c2ccc(OC)cc2)cc1	3%	4%	13%	4%	3%[57.1 µM]	-4%[57.1 µM]	-2%	-7%	0.0%
O=C(Nc1ccc2c(c1)OCO2)c1cnc(Cl)c(Cl)c1	-4%	8%	-1%	16%	-8%	-8%	3%	-3%	0.6%
CCOC(=O)c1c(-c2ccc(C)cc2)csc1NC(=O)/C(C#N)=C/c1ccc(O)c(OC)c1	10µM*	-10%	?	-45%	-5%[57.1 µM]	-9%[57.1 µM]	-8%	?	0.1%
COc1ccc(CCNC(=O)C2CCN(C(=O)c3ccc(Br)cc3)CC2)cc1OC	4%	-6%	-14%	-2%	10%	11%	7%	-15%	-1.5%
O=C(Nc1c(C(=O)c2ccc(F)cc2)oc2ccccc12)c1cc(-c2ccccc2)on1	-1%	5%	-14%	-1%	-2%	-1%	-13%	3%	26%
COc1cccc(CNC(=O)CSc2ccc(-c3sc(-c4ccccc4)nc3C)nn2)c1	3%	-19%	1%	?	14%	34%	-9%	?	7.8%
O=C(c1ccc(F)cc1)c1cnc(Nc2ccccc2)s1	3%	5%	-8%	-37%	5%	25%[11.4 µM]	?	2%	5.7%
Cc1cccc(NC(=O)NC(C)C(c2ccccc2)N2CCN(C)CC2)c1 (configuration not stated)	1%	-3%	10%	-2%	5%[57.1 µM]	9%[57.1 µM]	-2%	-3%	-2.0%
CCOc1cc(/C=N/NC(=O)CSc2nnc(C)s2)ccc1OCc1ccccc1Cl	-4%	10%	-3%	1%	1%	19%	0%	-18%	0.8%
O=C1NC(=Nc2ccccc2)S/C1=C/c1cccnc1	4%	6%	16%	-41%	3%[57.1 µM]	0%[57.1 µM]	26%	-22%	-0.1%
O=C(O)c1ccc(NC(=S)Nc2ccc(S(=O)(=O)Nc3ccccn3)cc2)cc1	1%	-6%	10%	-27%	-6%	?	?	-11%	.
Cc1c2cnn(-c3ccccc3)c(=O)c2c(C)n1CC(=O)NCc1ccccc1	2%	11%	-2%	10%	1%	14%	-24%	-30%	-0.6%
CC(C)Cc1ccc(CN2CCCC(NC(=O)c3ccoc3)C2)cc1 (configuration not stated)	3%	8%	-1%	-19%	-3%	1%	-30%	-17%	0.8%
CC(C)(C)c1ccc(C(=O)C=[N+]=[N-])cc1	-13%	2%	-3%	-7%	-10%[57.1 µM]	4%	0%	-21%	-1.3%
O=C(Cn1c(=O)oc2cc(S(=O)(=O)NCc3ccccc3)ccc21)N1CCCC1	1%	4%	20%	-5%	-4%[0.0914 µM]	16%	17%	-8%	-0.8%
Cc1cccc(CCNS(=O)(=O)c2ccc3c(c2)NC(=O)CS3)c1	0%	5%	1%	-4%	-4%	10%	-23%	-17%	-3.2%
CCn1c(SCc2ccc(F)cc2)nnc1C1CCN(S(=O)(=O)c2ccc(OC)cc2)CC1	0%	3%	1%	-7%	-5%	-5%	-11%	-15%	0.0%
Cc1ccc(C(=O)N/C(=C\c2ccc(F)cc2)C(=O)NCCN2CCOCC2)cc1	4%	-6%	6%	10%	-6%	-1%	-2%	-11%	0.2%
COc1cc(NC(=O)Cn2ccc3ccccc3c2=O)cc(OC)c1OC	-1%	-1%	-3%	-2%	0%	5%	0%	-26%	18%
O=C(O)Cc1cc2c(s1)CCCCC2	1%	-2%	-6%	-6%	2%	6%	47%[activator][57.4 µM]	2%	-0.1%
O=C(O)CCCN=CC1=C(O)C(C(=O)c2ccccc2)CCC1=O (configuration not stated)	0%	-5%	-1%	1%[11.4 µM]	-9%	4%[57.1 µM]	-2%	-8%	2.6%
O=C(CNC(=O)N1CC(=O)Nc2ccccc21)NCCCc1ccccc1	-2%	5%	-9%	.	.	.	22%	-21%	.
Nc1ccccc1-c1nnc(-c2ccccc2N)n1N	-1%	-10%	8%	11%	-10%	0%	5%	1%	-0.1%
CC(C)(C)n1nnnc1C(c1cc2cc3c(cc2[nH]c1=O)OCCO3)N1CCSCC1 (configuration not stated)	0%	-2%	-3%	-4%	66%[activator]	2%	-19%	-4%	-0.1%
O=[N+]([O-])c1cc2c(cc1CN1CCN(c3ccccc3)CC1)OCO2	0%	1%	-1%	10%	-6%	6%	3%	-5%	0.2%
O=C(/C=C/c1ccccc1Cl)NCc1ccco1	-9%	21%	-3%	23%	-3%	15%	-5%	-16%	0.6%
CCOC(=O)Cc1csc(NC(=O)CSc2nnc(-c3ccc(C)cc3)o2)n1	2%	-6%	-10%	22%	-1%	15%	27%	-10%	1.5%
CN(C)c1ccc(/C=N/NC(=S)NCc2ccco2)cc1	-1%	-1%	3%	-21%	19%	-19%	3%	-10%	3.0%
O=C(Nc1ccc(Cl)cc1)Nc1ccc(Br)cn1	-5%	4%	-17%	-41%[56.9 µM]	2%	31%[activator]	8%	-16%	-2.8%
C=CCn1c(SCc2nc3sc(C(=O)O)c(C)c3c(=O)[nH]2)nnc1-c1ccc(C(C)(C)C)cc1	-4%	?	-8%	-45%	-2%	7%	-9%	-26%	-0.4%
Cc1cccc(NC(=O)Nc2c(C)[nH]c(=O)[nH]c2=O)c1C	-1%	-20%	-32%	3%	-5%	6%	0%	-11%	-3.1%
O=C(Nc1cccc(F)c1)Nc1ccc2c(c1)OCO2	-1%	-5%	0%	41%	0%	4%	?	-12%	1.5%
COc1ccc2oc(=O)cc(CN3CCN(Cc4ccc(OC)c(OC)c4OC)CC3)c2c1	-5%	14%	3%	26%	6%	17%	-2%	-12%	1.8%
C=CCn1c(SCc2nc3cc(C(F)(F)F)ccc3c(=O)[nH]2)nc2sc(CC)cc2c1=O	1%	0%	2%	-26%	7%[57.1 µM]	13%[57.1 µM]	-19%	-16%	0.3%
CCOC(=O)N1CCN(S(=O)(=O)c2ccc(OCC)c(C)c2)CC1	-1%	6%	5%	8%	4%[57.1 µM]	1%[57.1 µM]	-24%&-6%	3%	2.1%
CCOc1cccc(CN2CCC(N3CCC(C(=O)NCC4CCCO4)CC3)CC2)c1 (configuration not stated)	-5%	-11%	-8%	14%	4%	21%	-10%	-25%	0.2%
N=C1C(c2ccccc2)=C(O)CN1c1cccc(S(N)(=O)=O)c1	-8%	-16%	4%	1%	0%	8%	-2%	-16%	2.0%
O=C(Nc1ccccc1)c1cccc(N2C(=O)C3C4C=CC(C4)C3C2=O)c1 (configuration not stated)	-5%	9%	1%	-11%	-9%	-12%	4%	-8%	0.4%
CCN(CC)S(=O)(=O)c1cccc(NC(=O)CN2C(=O)NC3(CCC(C)CC3)C2=O)c1 (configuration not stated)	-6%	2%	3%	-32%	-1%	-6%	-4%	-11%	0.7%

The list is partial (hit frequency here may not be typical).
